RSV CPE inhibition: RSV antiviral activity via CPE protection, HEp-2 cells, primary 10 µM value included (AID 2391) | HEp-2 cells, RSV-induced CPE inhibition; higher % means a stronger effect | one-dose CPE inhibition, % at 10 µM; IC50 in µM for titrated hits | hit rate 0.13% among 310,000; in the data active = a potency from the dose series; inconclusive = CPE inhibition mostly from about 23% at the one dose, without a potency; inactive = the rest, 99 in 100 with CPE inhibition below about 21%; note: strong numbers were not always called active
SV40 large T antigen: SV40 large T antigen inhibitors, biochemical (AID 1903) | SV40 large T antigen ATPase/helicase inhibition assay; higher % means a stronger effect | hit rate 0.39% among 310,000 | one-dose inhibition, % at 20 µM; IC50 in µM for titrated hits; in the data active = a potency from the dose series; inconclusive = inhibition mostly from about 32% at the one dose, without a potency; inactive = the rest, 99 in 100 with inhibition below about 32%; note: strong numbers were not always called active
SIAH1 antagonists: Siah-1 peptide-binding antagonists, primary screen, biochemical, fluorescence polarization, rhodamine-plectin, uHTS (AID 1817); Siah-1 / rhodamine-plectin peptide fluorescence polarization; higher % means a stronger effect; hit rate 0.02% among 290,000; displacement, % at 20 µM, or IC50 in µM where a hit was titrated;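 active = displacement of at least 50% at 20 µM, with a fluorescence ratio check between 0.3 and a set limit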;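 note: plate controls were Siah plus tracer with DMSO for no effect and tracer alone without Siah for full effect; strong numbers were not always called active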
Dengue-2 NS5 capping: flavivirus cap methylation enzyme inhibition – biochemical, confirmation dose response, primary screen (AID 588689); inhibition, % at 25 µM, or IC50 in µM where a hit was titrated; hit rate 0.3% among 340,000; Dengue-2 NS5 methyltransferase capping enzyme assay, biochemical; higher % means a stronger effect; in the data active = a potency from the dose series; inconclusive = inhibition above about 29% without an active follow-up result
West Nile virus CPE: West Nile virus antiviral activity, cell-based, CPE readout (AID 1621). West Nile virus-infected cells, CPE inhibition; higher % means a stronger effect. CPE inhibition, % at 10 µM, or IC50 in µM where a hit was titrated. hit rate 0.02% among 290,000; in the data active = a potency from the dose series; inconclusive = CPE inhibition mostly from about 3.7% at the one dose, without a potency; inactive = the rest, 99 in 100 with CPE inhibition below about 2.2%; note: strong numbers were not always called active
UTI89 phage lysis: inhibition of K1F phage lysis, E. coli UTI89, bacterial capsule biogenesis inhibitors, alamar blue (AID 488966); inhibition, % at 100 µM, or IC50 in µM where a hit was titrated; hit rate 0.02% among 340,000; E. coli UTI89 K1F phage lysis, alamar blue, 2 h; higher % means a stronger effect;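 active = phage lysis inhibition, versus mean bacterial control, above a set limit; inconclusive = no clear call, values can overlap the other calls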;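 note: capsule biogenesis inhibitors block K1F phage lysis so surviving cells raise fluorescence; higher fluorescence means more inhibition of phage lysis; actives were called in the ten point dose series up to 300 µM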
MgcRacGAP inhibition: MgcRacGAP GTPase-activating activity inhibitors, confirmation, biochemical, ADP Hunter fluorescence; hit rate 0.6% among 340,000; inhibition, % at 30 µM; hits with a dose series show IC50 in µM; MgcRacGAP-stimulated Rac1 GTP hydrolysis, ADP Hunter fluorescence; higher % means a stronger effect; GST-tagged Rac1 F28L mutant substrate;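 active = first-screen hits whose inhibition reached a set limit at any dose in the follow-up dose series; inconclusive = inhibition above the set first-screen limit but never retested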;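 note: fluorescence reports GDP produced by GAP-driven GTP hydrolysis; strong numbers were not always called active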
NTR1 agonist: NTR1-driven beta-arrestin-GFP spot formation – imaging, U2OS cells, high content, primary screen (AID 493036); P30989; agonist mode; activation, % at 20 µM; hit rate 0.17% among 330,000;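 active = activation at or above 40% of the spot to cytoplasm intensity ratio, with at least 20 cells analyzed; inconclusive = wells under 20 cells, flagged as cytotoxic or low count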;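 note: 0% = DMSO without peptide and 100% = 100 nM NTR1 peptide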
Target sequence (P30989 whole entry, looked up): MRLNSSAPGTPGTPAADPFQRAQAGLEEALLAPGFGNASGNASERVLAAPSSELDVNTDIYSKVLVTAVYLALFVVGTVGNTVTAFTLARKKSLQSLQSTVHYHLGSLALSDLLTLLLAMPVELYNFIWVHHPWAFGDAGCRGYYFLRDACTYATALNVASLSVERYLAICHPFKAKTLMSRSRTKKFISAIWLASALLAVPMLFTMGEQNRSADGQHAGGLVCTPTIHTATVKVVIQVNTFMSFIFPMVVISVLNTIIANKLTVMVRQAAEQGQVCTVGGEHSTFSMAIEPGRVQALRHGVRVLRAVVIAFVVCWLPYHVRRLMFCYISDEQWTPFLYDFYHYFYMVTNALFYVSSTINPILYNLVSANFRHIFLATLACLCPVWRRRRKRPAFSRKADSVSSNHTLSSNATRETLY
AID2073: inhibitors of Mint1-CaV2.2 protein interaction, biochemical, HTRF (AID 2073); hit rate 0.19% among 290,000; HTRF protein-protein interaction, Mint1-CaV2.2; higher % means a stronger effect; one-dose inhibition, % at 20 µM; IC50 in µM for titrated hits; in the data active = inhibition mostly above about 51%, no sharp cut-off; inconclusive = no clear call, values can overlap the other calls; inactive = mostly below about 53%; note: some results filed as inactive read as strong as hits
NTR1 agonist cell count 20 µM: second read-out of NTR1 agonist, no call of its own (marks repeat the call); cell count; measured here: cell count, cytotoxicity flag
Dengue-2 NS5 capping pilot replicate: recorded beside Dengue-2 NS5 capping, whose call it bears; inhibition, %; measured here: pilot screen replicate inhibition
Starred values were filed as active, the others as inactive; ? = inconclusive; nt = no result given; [ ] = another dose, or the depositor's remark.

SMILES	RSV CPE inhibition	SV40 large T antigen	SIAH1 antagonists	Dengue-2 NS5 capping	West Nile virus CPE	UTI89 phage lysis	MgcRacGAP inhibition	NTR1 agonist	NTR1 agonist cell count 20 µM	AID2073	others
CCOC(=O)c1oc2ccc(S(=O)(=O)n3nc(-c4ccc(Cl)cc4)cc3N)cc2c1C	0.9%	24%	2%	-1%	-0.5%	-1.8%	4%	6.9	55	20%
COc1ccc(OC)c(S(=O)(=O)Nc2c(NC3CCCCC3)c3ccccc3oc2=O)c1	1.9%	21%	3%	-6%	-0.8%	-0.1%	-12%	0.8	63	6%
O=C1CCCC/C1=C\Nc1ccc(Cl)cn1	2.7%	-2%	-3%	-1%	-1.1%	0.2%	4%	-0.1	56	0%
Cc1ccc(S(=O)(=O)N2C(=O)CCC2C(=O)O/N=C(\N)c2cccc([N+](=O)[O-])c2)cc1 (stereo not drawn)	0.8%	15%	2%	-7%	-0.1%	0.3%[50 µM]	13%	1.5	60	-4%
Cc1ccc(NC(=O)N2CCSc3ccccc32)cc1	0.8%	0%	4%	1%	-0.3%	5.3%	3%	-1.3	105	5%
CN=C1N(C)C[C@@H]2[C@@H]3C(=O)N(C)C(=O)[C@@H]3[C@](C)(C(=O)OC)N12	nt	nt	nt	7%	nt	0.2%	-1%	0.9	61	nt	Dengue-2 NS5 capping pilot replicate=-2.1
C=CCNC(=O)CN(c1cc(Cl)ccc1OC)S(=O)(=O)c1ccc(C)c([N+](=O)[O-])c1	-1.8%	4%	6%	-1%	-0.9%	-1.0%	6%	-0.4	54	-11%
CCOC(=O)C1CCN(C(=O)c2ccc3nc(-c4ccc(OC)cc4)c(-c4ccc(OC)cc4)nc3c2)CC1	8.4%	11%	4%	4%	2.1%	0.2%	13%	2.9	58	20%
O=C(CCNC(=O)c1ccc(Cl)cc1)NCc1ccccc1Cl	nt	nt	nt	-3%	nt	0.8%[50 µM]	2%	-0.4	67	nt
CCOC(=O)/C=c1\sc2n(c1=O)CCN=2	0.0%	-2%	-4%	-7%	-0.2%	4.2%	5%	-1.5	66	5%
O=C(O)c1nn(CC(=O)N2CCCCCC2)c(=O)c2ccccc12	0.2%	29%	3%	-1%	-0.1%	3.7%	-6%	-0.1	100	2%
C=CCNC(=S)NNC(=O)COc1c(Cl)cc(Cl)cc1Cl	4.2%	15%	-1%	-1%	-0.7%	4.4%	10%	-0.8	67	41%
COc1ccc(-c2nnc(NC(=O)C3CCCO3)s2)cc1 (stereo not drawn)	1.1%	12%	1%	1%	-0.1%	-0.2%	-1%	-2.1	82	-2%
O=C(NN1C(=O)NC2(CCCCC2)C1=O)c1ccc(-c2ccc([N+](=O)[O-])cc2)o1	5.8%	11%	2%	3%	-0.3%	-0.4%[50 µM]	16%	1.5	63	29%
O=C(OCc1nnc(-c2ccccc2)o1)c1cccc(-n2cnnn2)c1	-1.9%	12%	nt	0%	nt	-1.2%	7%	0.2	52	nt
COc1ccc(S(=O)(=O)N2CCOCC2)cc1NC(=O)c1cccs1	0.3%	nt	nt	-7%	nt	0.3%[50 µM]	5%	0.6	64	nt
COc1cc(OC)c(C2SCCS2)c(OC)c1	1.3%	0%	-1%	0%	1.6%	5.8%	2%	-0.8	44	-7%
CCOC(=O)c1cnc2c(OC)cccc2c1NCc1cccnc1	1.8%	7%	-1%	12%	-1.0%	-0.5%	3%	0.5	99	-4%
CCCOC(=S)Nc1ccccc1	4.8%	7%	3%	1%	0.3%	1.6%	13%	-0.8	37	-22%
Cc1ccc(C2(C)NC(=O)N(CC(=O)N(C)CC(=O)Nc3cccc(F)c3)C2=O)cc1 (stereo not drawn)	1.2%	nt	nt	-2%	nt	0.4%[50 µM]	3%	1.0	69	nt
CCCn1c(SCC(=O)OCc2ccccc2)nc2c1c(=O)n(C)c(=O)n2C	0.8%	1%	2%	3%	-0.1%	0.0%	9%	4.3	77	-8%
O=C(Cn1nnc2c(cnn2-c2ccc(F)cc2)c1=O)c1ccccc1F	-0.4%	-3%	13%	-9%	1.0%	2.5%	1%	3.6	57	7%
CCOC(=O)C1(CCOc2ccccc2)CCN(CC=C(C)C)CC1	-1.3%	-17%	-2%	5%	-1.5%	0.2%	8%	-0.1	73	-3%	Dengue-2 NS5 capping pilot replicate=-0.6
CCc1nn(CCCC(=O)Nc2ccc(C)cc2C)c(=O)c2cc3occc3n12	?	15%	0%	-15%	-1.8%	0.3%	7%	2.2	68	10%
Cc1cc(S(=O)(=O)N2CCOCC2)ccc1OCC(=O)Nc1cccc(F)c1	2.8%	1%	0%	-12%	-0.1%	-0.5%	3%	-2.0	53	10%

(more compounds)
SMILES	RSV CPE inhibition	SV40 large T antigen	SIAH1 antagonists	Dengue-2 NS5 capping	West Nile virus CPE	UTI89 phage lysis	MgcRacGAP inhibition	NTR1 agonist	NTR1 agonist cell count 20 µM	AID2073	others
COc1ccccc1/C=N/n1c(N)c(C(=O)NC2CCCCC2)c2nc3ccccc3nc21	nt	5%	0%	2%	0.2%	0.5%	8%	nt	nt	35%
Cc1cccc(C(=O)Nc2c(C(=O)N(C)C)cnn2-c2ccccc2)c1	0.0%	1%	9%	2%	-0.5%	0.3%	12%	3.4	51	1%	Dengue-2 NS5 capping pilot replicate=0.0
Cc1ccc(/C=[N+](\[O-])c2ccccc2C)o1	0.4%	7%	18%	3%	-0.3%	0.7%	11%	-0.7	57	-11%
O=C(CSc1ccc2nnc(-c3ccccn3)n2n1)Nc1ccccc1F	1.0%	11%	-6%	-2%	-0.2%	0.1%	5%	0.4	51	13%
CC(C)Cc1nnc(NC(=O)CCC(=O)NC2CCCCCC2)s1	0.0%	4%	6%	-1%	-1.1%	1.4%	8%	0.5	73	-6%
CC(=O)c1ccc(S(=O)(=O)N(CCCO)Cc2cc3cc(C)ccc3[nH]c2=O)cc1	0.9%	8%	4%	-4%	-0.3%	-0.1%	11%	1.3	61	9%
CC1CCCC(C)N1C(=O)c1cc2ncc(CCCl)cn2n1 (stereo not drawn)	1.0%	11%	-2%	-4%	-0.1%	5.7%	5%	-0.5	58	4%
CCOc1ccc(NC(=O)CN(C)S(=O)(=O)c2cnc[nH]2)cc1	0.9%	6%	-4%	-13%	0.7%	-0.1%	3%	-0.6	52	2%
CN1C=CC2=C(C#N)C(N)C(C#N)(C#N)C(c3ccccc3)C2C1 (stereo not drawn)	1.0%	1%	4%	?	nt	-0.1%	4%	-4.9	77	6%
O=C(COC(=O)c1cccc(Cl)c1)NC(=O)NCc1ccccc1	nt	nt	nt	-6%	nt	0.2%[50 µM]	1%	0.2	50	nt
CCOc1ccc(NC(=O)c2ccc(NC(=O)CN3C(=O)C(=O)N(CC(C)C)C3=O)cc2)cc1	-0.3%	22%	nt	1%	nt	0.2%[50 µM]	1%	1.4	72	nt
CCOC(=O)c1c(NC(=O)CS(=O)(=O)c2cn(CC)c3ccccc23)sc2c1CCCC2	20%	7%	2%	1%	-0.5%	-0.4%	11%	9.0	66	10%
COc1cccc(C(=O)Nc2nnc(SCC(=O)Nc3ccc(NC(C)=O)cc3)s2)c1	2.9%	10%	-2%	-6%	-0.1%	0.0%	8%	-0.4	55	11%
O=C(CCOc1ccccc1)Nc1ccc(S(=O)(=O)Nc2ncccn2)cc1	0.9%	nt	nt	-7%	nt	0.0%	4%	0.5	60	nt
Cc1cc(O)ccc1N/C=C1\CCCC1=O	1.4%	30µM*	99%	-1%	-0.6%	0.2%	23µM*	-1.2	34	10%
Cc1ccc(SCc2nc3ccccc3n2CC(=O)Nc2ccccc2)cc1	3.8%	-2%	2%	-7%	-0.5%	0.6%	-4%	5.1	59	4%

5 neighbouring records already listed, quoted:
SMILES	RSV CPE inhibition	SV40 large T antigen	SIAH1 antagonists	Dengue-2 NS5 capping	West Nile virus CPE	UTI89 phage lysis	MgcRacGAP inhibition	NTR1 agonist	NTR1 agonist cell count 20 µM	AID2073	others
O=C(COC(=O)c1cccc(Cl)c1)NC(=O)NCc1ccccc1	nt	nt	nt	-6%	nt	0.2%[50 µM]	1%	0.2	50	nt
CCOc1ccc(NC(=O)c2ccc(NC(=O)CN3C(=O)C(=O)N(CC(C)C)C3=O)cc2)cc1	-0.3%	22%	nt	1%	nt	0.2%[50 µM]	1%	1.4	72	nt
CCOC(=O)c1c(NC(=O)CS(=O)(=O)c2cn(CC)c3ccccc23)sc2c1CCCC2	20%	7%	2%	1%	-0.5%	-0.4%	11%	9.0	66	10%
COc1cccc(C(=O)Nc2nnc(SCC(=O)Nc3ccc(NC(C)=O)cc3)s2)c1	2.9%	10%	-2%	-6%	-0.1%	0.0%	8%	-0.4	55	11%
O=C(CCOc1ccccc1)Nc1ccc(S(=O)(=O)Nc2ncccn2)cc1	0.9%	nt	nt	-7%	nt	0.0%	4%	0.5	60	nt

Assay outcomes (PubChem)

An unsorted share of the library (roughly 1.6% active in at least one column).
